RNase H inhibition: RNase H inhibition, HIV 1 Gag Pol polyprotein, FRET biochemical assay, screening (AID 372). HIV-1 RT RNase H, FRET RNA/DNA substrate fluorescence; higher % means a stronger effect. one-dose inhibition, % at 10 µM; IC50 in µM for titrated hits. 100,000 tested, 0.77% active; in the data active = inhibition above about 50%
Numbers without * were called inactive.

canonical_smiles	RNase H inhibition
Cc1ccc(OCC(=O)NNC(=O)c2ccco2)c(Br)c1	0%
COc1ccc(NC(=O)c2ccc(OC)c([N+](=O)[O-])c2)c(OC)c1	7%
Cc1cccc(-n2c(C)cc(C=C3C(=O)N(C)C(=S)N(C)C3=O)c2C)c1	11%
CCOc1ccc(/C=N/NC(=O)C2CC2)cc1OC	5%
O=C1NC(c2ccccc2F)/C(=C(\O)c2ccc(Br)cc2)C1=O (centres undefined)	0%
COc1ccc(C2/C(=C(\O)c3ccccc3)C(=O)C(=O)N2c2cccc(Cl)c2)cc1OC (centres undefined)	12%
O=[N+]([O-])c1ccc(-c2nc(-c3ccncc3)no2)cc1	17%
O=C(NC(=S)Nc1ccccc1F)c1cccc(Br)c1	4%
O=C(O)c1sc2cccc(Cl)c2c1Cl	4%
Cc1occc1C(=O)Nc1sc2c(c1C(N)=O)CCC(C(C)(C)C)C2 (centres undefined)	0%
Cc1cc(C(=O)NCc2ccc(S(N)(=O)=O)cc2)ccc1[N+](=O)[O-]	4%
CCNC(=O)NC1C(NC(=O)NCC)N(C)C(=O)N1C (centres undefined)	0%
Cc1ccc(C(=O)/C=C/c2ccc(-c3cccc(Cl)c3)o2)cc1	19%
COc1ccc(C(=O)NC(=S)Nc2ccc(-c3nc4ccc(C)cc4o3)cc2)cc1Br	60%*
COc1cccc(NC(=O)c2ccc(-c3ccc(Br)cc3)o2)c1	10%

4 of the compounds above, field by field.
CCNC(=O)NC1C(NC(=O)NCC)N(C)C(=O)N1C (centres undefined)
  RNase H inhibition: 0%

Cc1cccc(-n2c(C)cc(C=C3C(=O)N(C)C(=S)N(C)C3=O)c2C)c1
  RNase H inhibition: 11%

COc1ccc(C2/C(=C(\O)c3ccccc3)C(=O)C(=O)N2c2cccc(Cl)c2)cc1OC (centres undefined)
  RNase H inhibition: 12%

Cc1occc1C(=O)Nc1sc2c(c1C(N)=O)CCC(C(C)(C)C)C2 (centres undefined)
  RNase H inhibition: 0%

Going on with the list:
canonical_smiles	RNase H inhibition
C#CCOc1c(Cl)cc(C=O)cc1Cl	30%
COc1ccc(CCN(C(C)=O)C2CC(=O)N(c3ccc(Cl)cc3)C2=O)cc1 (centres undefined)	1%
Cc1ccc(S(=O)(=O)N2CCN(Cc3ccccc3[N+](=O)[O-])CC2)cc1	9%
O=[N+]([O-])c1ccccc1-c1ccc(/C=N/c2ncn[nH]2)o1	19%
O=C(c1cc2ccccc2oc1=O)N1CCN(c2ccccc2)CC1	31%
C=CCc1ccc(OCC(=O)N/N=C/c2ccccc2)c(OC)c1	2%
CCOC(=O)C1=C(C)N=c2s/c(=C\c3cc(Br)c(O)c(OC)c3)c(=O)n2C1c1ccc2c(c1)OCO2 (centres undefined)	16%
CC(C)c1cccc(C(C)C)c1OCCCCN1CCCCC1	8%
COc1cc(/C=c2\sc3nc4ccccc4n3c2=O)ccc1OCCOc1ccc(C(C)(C)C)cc1	9%
O=C(Nc1ccc2oc(-c3ccc(Cl)c(Cl)c3)nc2c1)c1ccc(F)cc1	60%*
Cc1cccc(OCC(=O)NCc2ccc(F)cc2)c1	1%
Cc1ccc(N=Cc2cccc([N+](=O)[O-])c2)cc1F	6%
CCc1c(C)nc2ccc(OC)cc2c1SCC(=O)O	1%
COc1cc2nc(-c3cc([N+](=O)[O-])ccc3O)n(-c3cc(C(C)(C)C)c(O)c(C(C)(C)C)c3)c2cc1OC	3%
COc1ccccc1N(C(=O)C(Cl)(Cl)Cl)C1C=CS(=O)(=O)C1 (centres undefined)	3%
Cc1ccc(S(=O)(=O)N/N=C/c2cc(Cl)cc(Cl)c2O)cc1	3%
Cc1ccc(N[C@H]2OC[C@H](O)[C@H](O)[C@H]2O)cc1[N+](=O)[O-]	6%
Cc1nc2cc(-c3ccc(I)cc3)[nH]n2c(=O)c1Cl	7%
NC(=O)c1ccc(NC(=O)Nc2cccc3ccccc23)cc1	12%
O=C(O)CC(N=CC1=C(O)CCCC1=O)C(=O)O (centres undefined)	11%
COc1cc(C=O)cc(I)c1OCc1ccc(C)cc1	24%
C=CCOc1c(Cl)cc(/C=C2\C(=O)NC(=O)N(c3ccc(C)cc3C)C2=O)cc1OC	3%
Oc1ccc(/C=N/Nc2nc(N3CCCCC3)nc(N3CCCCC3)n2)cc1O	25%
Cc1[nH]n2c(=O)cc(C(C)C)nc2c1-c1cccc2ccccc12	6%
COc1cc(OC)cc(C(=O)N2CCN(Cc3ccncc3)CC2)c1	5%
COc1ccccc1/C=N/NC(=O)c1ccco1	1%
COc1ccc(CN2CCN(Cc3cccc(OC)c3OC)CC2)c(OC)c1	10%
CN(C)CCNc1ncnc2scc(-c3ccccc3)c12	0%
O=C(Nc1ccc(Br)cn1)c1cc(F)c(F)cc1Cl	14%
Cc1ccc(N2NC(=O)/C(=C/c3ccc(N4CCOCC4)cc3)C2=O)cc1	18%
CC(Sc1nnc(-c2ccco2)n1-c1ccccc1)C(=O)NC(c1ccccc1)c1ccccc1 (centres undefined)	13%
CCCOc1ccc(N2C(=O)CC(N(CCc3ccc(OC)c(OC)c3)C(C)=O)C2=O)cc1 (centres undefined)	1%
COc1ccc(N(CC(=O)Nc2ccc(I)cc2)S(=O)(=O)c2ccccc2)cc1	13%
O=C(N/N=C/c1ccc2c(c1)OCO2)c1ccccn1	7%
COc1cc(C(=O)Nc2ccc(N(C)C)cc2)c([N+](=O)[O-])cc1OC	16%
COc1ccc(C)cc1NC(=O)c1cccnc1	2%
COc1ccccc1Cc1noc(-c2ccc(Cl)cc2)n1	11%
CC1CC(C)CN(C(=O)c2ccccc2[N+](=O)[O-])C1 (centres undefined)	9%
Cc1cc(C)cc(OC(=O)C(C)N2C(=O)c3ccccc3C2=O)c1 (centres undefined)	34%
Cc1cc(S(=O)(=O)c2ccccc2)c(C)c(S(=O)(=O)N2CCCCC2)c1	21%
CCOc1ccc(Cc2c(O)nc[nH]c2=O)cc1	8%
O=C1Nc2ccc(Br)cc2/C1=C/C(=O)c1ccc(Cl)cc1	24%
O=C(/C=C/c1ccc([N+](=O)[O-])cc1)NCc1ccco1	10%
Cc1cc(C)nc(NN2C(=O)/C(=C/c3ccccc3)SC2=S)n1	5%
Cc1cc(C(=O)Nc2cc(Cl)ccc2O)ccc1[N+](=O)[O-]	16%

Part of the list above in order of length of the SMILES, ascending:
canonical_smiles	RNase H inhibition
COc1ccc(C)cc1NC(=O)c1cccnc1	2%
CC1CC(C)CN(C(=O)c2ccccc2[N+](=O)[O-])C1 (centres undefined)	9%
COc1cc(C(=O)Nc2ccc(N(C)C)cc2)c([N+](=O)[O-])cc1OC	16%

(list continues)
canonical_smiles	RNase H inhibition
CCOc1cc(C2NC(=O)NC(C)=C2C(=O)OC2CCCCCC2)ccc1O (centres undefined)	13%
Clc1cccc(-c2ccc(/C=N/Nc3nc(Nc4ccccc4)nc(Nc4ccccc4)n3)o2)c1	0%
COc1ccc(NC(=O)c2cccc3ccccc23)cc1OC	12%
Cc1ccc([N+](=O)[O-])cc1N1C(=O)C2C(C1=O)C1(C)C(=O)C2(C)C(c2ccccc2)=C1c1ccccc1 (centres undefined)	18%
Cc1cccc(C(=O)NNC2=CC(=O)CC(C)(C)C2)c1O	6%
C/C=C/c1ccc(OCCOCCOc2ccccc2F)c(OC)c1	16%
Cc1ccc(/C=N\Nc2ccccc2[N+](=O)[O-])s1	2%
Cc1cc(C(C)(C)C)ccc1OCC(=O)N=Nc1c(O)[nH]c2ccc([N+](=O)[O-])cc12	5%
COc1cc(/C=C(\C#N)c2nc3ccccc3s2)cc(OC)c1O	54%*
C=CCn1c(SCCCC)nc(O)cc1=O	0%
O=C(Nc1ccc(Cl)c(Cl)c1)C1C2/C=C\CCCCC21 (centres undefined)	20%
CCOc1ccccc1N(CC(=O)N/N=C(\C)c1cccc(Br)c1)S(C)(=O)=O	66%*
Cc1cc(S(N)(=O)=O)c(C)c(S(=O)(=O)c2ccc(Cl)cc2)c1	10%
Cc1ccc(C=Nc2cc([N+](=O)[O-])ccc2F)cc1	1%
O=C(CSc1nc2ccccc2s1)NCc1ccco1	0%
CCOC(=O)c1ccc(N2NC(=O)/C(=C/c3cc(OC)c(O)c(OC)c3)C2=O)cc1	34%
Cc1nc(/N=C/c2ccc(Br)cc2)sc1C	8%
Oc1[nH]c2ccccc2c1C=NC1CCCCC1	0%
O=C(/C=C/c1ccc(Cl)cc1Cl)Nc1cccc(-c2nc3ncccc3o2)c1	48%
Cc1ccc(Nc2ccc(C(=O)O)cc2N)cc1	3%
CCN(c1ccccc1)S(=O)(=O)c1ccc(NC(C)=O)cc1	7%
COc1c2ccoc2nc2c(OC)c(OCC(O)C(C)(C)O)ccc12 (centres undefined)	0%
CC(C)NC(=O)c1nn2c(C(F)(F)F)c3c(nc2c1Cl)-c1ccccc1CC3	0%
CCC(C)NC(=O)Cn1nc(C(F)(F)F)c(Cl)c1C (centres undefined)	0%
COc1cccc(C(=O)Nc2sc3c(c2C#N)CC(C)(C)OC3)c1	5%
CCCN(CCC)C(=O)CC12CC3CC(C1)CC(CC(=O)N(CCC)CCC)(C3)C2	1%
Cc1ccc(OCC(=O)N2CCC(Cc3ccccc3)CC2)c(C)c1	38%
Cc1ccc([N+](=O)[O-])cc1NC(=O)c1cc(-c2ccccc2)nc2ccccc12	14%
Fc1ccccc1/C=N/Nc1cc(-c2ccccc2)nc(-c2ccc(Br)cc2)n1	16%
CCOC(=O)C(=O)N1CCN(c2cccc(Cl)c2)CC1	8%
CC(=O)Oc1ccc(N2C(=O)CC(Sc3ccccc3C(=O)O)C2=O)cc1 (centres undefined)	0%
O=C1CCC([N+](=O)[O-])C(c2ccccc2OCc2ccccc2)N1 (centres undefined)	15%
Cc1nn2c3ccccc3n(CCN3CCCCC3)c2nc1=O	2%
Cc1ccc(N2C(=O)C3C(C2=O)C3(c2ccccc2)c2ccccc2)c(C)c1 (centres undefined)	9%
Cc1c(C)[n+](=O)c(-c2ccc(Br)cc2)c(C)n1[O-]	1%
Cc1nn(C(=O)c2cccnc2)c(C)c1Sc1ccc(Br)cc1	39%
COc1ccc(Br)cc1C(=O)Nc1ccc(-c2nc3ccccc3o2)cc1	15%
COc1ccc(CN2CCCCC2C)c(C)c1C (centres undefined)	1%
COCCCNC(=O)COc1ccc2ccccc2c1	0%
C=CCN1C(=O)/C(=C/c2ccc(OCCOc3cc(C)ccc3C)cc2)SC1=S	16%
Nn1cnnc1N/N=C/C=C/c1ccccc1	0%
CC(Nc1cc(Cl)ccc1[N+](=O)[O-])C12CC3CC(CC(C3)C1)C2 (centres undefined)	26%
COc1cc(Br)cc(/C=C(\C#N)C(=O)NC2CCCCC2)c1O	15%
CN(C)c1ccc(NS(=O)(=O)c2ccc(F)cc2)cc1	8%
Cc1ccccc1NC1=C(Cl)C(=O)N(c2cc(Cl)ccc2Cl)C1=O	5%
O=C(Nc1ccc(F)c(Cl)c1)Nc1cccc2ccccc12	7%
COc1cccc(C(=O)N2C(C)CCCC2C)c1 (centres undefined)	11%
O=C(Nc1ccc([N+](=O)[O-])cc1)c1c(F)cccc1F	0%
CC1=NN(c2ccc(S(N)(=O)=O)cc2)C(=O)/C1=C\c1ccc(C(C)C)cc1	8%
CC(=O)c1cc(NS(=O)(=O)c2ccc(C)cc2)ccc1O	0%
Cc1cccc(C(=O)Nc2ccc(F)cc2F)c1	0%
Cc1ccccc1NC(=O)/C(C#N)=C\c1cn(Cc2ccc(F)cc2)c2ccccc12	6%
O=C(c1cccc(Cl)c1)N1CCN(C/C=C/c2ccccc2)CC1	15%
CC1CCc2c(sc(NC(=O)C3CC3)c2C(=O)OC(C)C)C1 (centres undefined)	10%
O=C(NC1CCSC1=O)c1cccc([N+](=O)[O-])c1 (centres undefined)	9%
COc1ccc(/C=C2\SC(=S)N(CCC(=O)Nc3cc(Cl)ccc3O)C2=O)cc1	53%*
CCCCOC(=O)c1ccc(NC(=O)c2ccc(-c3cccc([N+](=O)[O-])c3)o2)cc1	10%
COc1cccc(NC(=O)C(=O)N/N=C/c2ccc(OC)cc2OC)c1	11%
Cc1ccc(C23CC4CC(CC(C(=O)NCc5ccccc5)(C4)C2)C3)cc1	4%
CC1(/[N+]([O-])=C/c2cccc(Cl)c2)CCCCC1=O (centres undefined)	4%

Next part
canonical_smiles	RNase H inhibition
O=[N+]([O-])c1ccc(N2CCN(S(=O)(=O)c3ccccc3)CC2)c2cccnc12	11%
O=C(O)c1ccccc1/C=C1/SC(=S)N(c2cccc(Cl)c2)C1=O	6%
CC1=C(C(=O)OCCOc2ccccc2)C(c2ccccc2[N+](=O)[O-])NC(=O)N1 (centres undefined)	19%
O=C(CCC(=O)Nc1ccccc1)NCCO	2%
COC(=O)c1ccccc1NC(=O)CN(c1ccc(OC)cc1)S(=O)(=O)c1ccc(C)cc1	9%
CS(=O)(=O)N(Cc1ccc(C(=O)N[C@@H]2CCCC[C@H]2O)cc1)c1ccccc1	0%
O=C(COc1ccc2ccccc2c1)NNC(=O)c1ccccc1Cl	13%
CCCCCC(=O)Nc1nnc(CCc2ccccc2)s1	9%
CC(C)CCN(CCN1C(=O)c2ccccc2C1=O)CCN1C(=O)c2ccccc2C1=O	0%
Cc1cccc(OCC(=O)Nc2ccc(N3CCOCC3)cc2)c1	16%
O=C(N/N=C/c1ccccc1O)c1ccc(N2CCCC2=O)cc1	10%
CC1=CC(C)(C)N(C(=O)C(C)N2C(=O)c3ccccc3C2=O)c2cc(C)ccc21 (centres undefined)	0%
Cc1cc(C2(c3ccc(O)c(C)c3)C(=O)Nc3c(C)cc([N+](=O)[O-])cc32)ccc1O	14%
CC(=O)N(C)c1ccc(N=Cc2c[nH]c3ccccc23)cc1	23%

High-throughput results from PubChem.

Some of the compounds tested; rates above refer to the full screens.
